BL2 CD40 inh – CD40 pathway inhibition in BL2 cells. BL2 NF-kB luciferase reporter, CD40L-induced, 4 h. inhibition, % at 10 µM. 83,000 compounds, 0.94% hits;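 active = mean inhibition of at least 50% with a set share of replicates also reaching that level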;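 also: 0% = neutral control wells and 100% = IKK inhibitor VII at 50 µM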
The depositor's hits bear a star; [ ] = dose if it differs, or a comment.

SMILES	BL2 CD40 inh
C[C@@H](NC(=O)[C@@H]1[C@@H](CO)[C@@H]2Cn3c(ccc(C4=CCCC4)c3=O)[C@H]1N2C(=O)C1CC1)c1ccccc1	-3[25 µM]
O=C(C[C@@H]1CC[C@H](NC(=O)C2CCOCC2)[C@@H](CO)O1)NCC1CCCCC1	-8[25 µM]
O=C(COc1ccc(S(=O)(=O)N2CCCCC2)cc1)NCC1CCCO1 (stereo not drawn)	0
NC(Cc1ccc(C(F)(F)F)cc1)c1csc(Nc2ccc(C(=O)NCCCO)cn2)n1 (stereo not drawn)	4
O=C(c1ccc2c(c1)OCO2)N1CCCC1	-9
Cc1ccc(S(=O)(=O)N(C)CC(=O)NCCCn2nc(C)cc2C)cc1	0
CSc1ccc(S(=O)(=O)NCC(=O)OC2CCOC2=O)cc1[N+](=O)[O-] (stereo not drawn)	1
O=C(Cc1ccc(Cl)cc1)NCCS(=O)(=O)N1CCN(c2ccccc2)CC1	-7
CCOC(=O)c1c(NC(=O)COC(=O)CCNS(=O)(=O)c2ccccc2)sc(C(=O)N(C)C)c1C	1
CCc1nnc(NC(=O)CN2CCCC(C)C2)s1 (stereo not drawn)	6
CCS(=O)(=O)N1CCC(C(=O)NCCN2CCN(Cc3ccccc3)CC2)CC1	1
Cc1nc2cc(CO)ccc2n1C	2
O=C(OCC(=O)N1CCC(c2ccccc2)=N1)c1ccc([N+](=O)[O-])s1	0
CC(C)N1C(=O)c2ccccc2C1C(=O)NC1CCCCCC1 (stereo not drawn)	10
N#C[C@@H]1[C@@H](c2ccc(C#CC3CC3)cc2)[C@@H](CO)N1S(=O)(=O)Cc1ccccc1	10
CCCNC(=O)N1C[C@@H](C)[C@H](OC)CN(C)C(=O)c2ccc(NC(=O)CC)cc2OC[C@@H]1C	4[25 µM]
COc1ccc(S(=O)(=O)Nc2ccc3c(c2)OC[C@H](C)NC[C@@H](C)[C@H](OC)CN(C)C3=O)cc1	6[25 µM]
O=C(CCc1nnc(Cc2ccc3c(c2)OCO3)o1)NCc1nc2ccccc2s1	-5
CCSc1nc(O)c(C2OC(=O)c3c2ccc(OC)c3OC)c(=O)n1CC (stereo not drawn)	1
CCOC(=O)C1CCN(C2CCN(Cc3nc(-c4ccccc4)no3)CC2)CC1	4
CCc1c(C)sc(NC(=O)CC#N)c1C#N	11
CN(C)C(=O)C[C@H]1C[C@H]2c3cc(NC(=O)Nc4ccc(F)cc4)ccc3O[C@H]2[C@@H](CO)O1	10[25 µM]
Cc1ccc2nc(COC(=O)CNC(=O)c3ccccc3)cn2c1	-2
Cc1cc(C(=O)Nc2cc(C)n(Cc3ccc(Cl)cc3)n2)no1	-15
CNC(=O)C1OC(n2cnc3c(NCc4cccc(I)c4)nc(Cl)nc32)C(O)C1O (stereo not drawn)	5[25 µM]
Cc1ccc(-c2nnc(Sc3nc4ccccc4o3)c3ccccc23)cc1	-77
C[C@H](CO)N1C[C@H](C)[C@@H](CN(C)C(=O)Nc2ccc(C(F)(F)F)cc2)OCCCC[C@H](C)Oc2ccc(NC(=O)Nc3ccc4c(c3)OCO4)cc2C1=O	-2
CCc1csc(N2[C@H](CO)[C@H](c3ccccc3)[C@@H]2CN(C)C(=O)C2CCC2)n1	5[25 µM]
COc1cc2c(cc1OC)CN(C(=O)c1cccs1)CC2	-5
C[C@@H]1CN([C@@H](C)CO)C(=O)c2ccccc2-c2ccccc2CO[C@H]1CN(C)C(=O)Cc1ccccc1	6[25 µM]
O=C(NC1CC1)c1ccc2c(c1)NC(=O)c1ccccc1S2	8
C=CCn1c(SCC(=O)NC)nc2sc3c(c2c1=O)CCC3	-3
COc1ccc(NC(=O)COc2ccccc2C#N)c(S(=O)(=O)N2CCCCC2)c1	1
O=C(c1ccc2c(c1)OCO2)N1C[C@@H]2[C@H](c3ccccc31)[C@@H](CO)N2CC1CCCC1	6[25 µM]
Cc1ccc(CN2C(=O)c3ccccc3NC2c2ccccn2)cc1 (stereo not drawn)	-26
CSc1nc2ccc(Cl)cc2[nH]1	1
O=C(CC1CC2CCC1C2)Nc1nc(-c2ccccn2)cs1 (stereo not drawn)	-68
O=C(CN1CCOCC1)N[C@@H]1CC[C@H](CCn2cc(C3CCCC3)nn2)O[C@H]1CO	2
Cc1nc(SCC(=O)Nc2ccc3[nH]c(=O)[nH]c3c2)nc(C)c1C	-5
CCCc1oc(C(=O)O)cc1CN	4
CN(Cc1cccs1)C(=O)c1cc(S(=O)(=O)N2CCOCC2)ccc1N1CCCC1	10
CCCN(Cc1nnc(-c2cccs2)o1)C(=O)c1cc(S(=O)(=O)N2CCOCC2)ccc1C	3
Cc1ccc(SCC(=O)Nc2cc(S(=O)(=O)N3CCCCC3)ccc2C)cc1	4
Cc1nn(C)c2ncc(C(N)=O)c(Oc3cccnc3)c12	12
Cc1cccc(Nc2c(-c3ccc(O)cc3)nc3ncccn23)c1	-35
Cc1ccc(C(=O)C2C(=O)c3ccccc3C2=O)cc1	22
O=C(Oc1ccccc1)c1cccnc1Oc1ccccc1	-27
O=C(Nc1ccccc1)c1cc(-n2cnnc2)ccc1Cl	6
COc1ccc2c3c(n(C)c2c1)[C@@H](CO)N(Cc1cccc(F)c1)CC31CCN(C(=O)Cc2ccccc2)CC1	42[25 µM]
CCOC(=O)c1c(C)[nH]c(C(=O)OCC(=O)NC(C)C)c1C	-35
O=C(C[C@@H]1CC[C@@H]2[C@H](COC[C@@H](O)CN2C(=O)Nc2cc(Cl)cc(Cl)c2)O1)N1CCOCC1	4[25 µM]
CC(=O)OCC(=O)Nc1c(C)cc(C)cc1C	1
COCC(=O)NC[C@H]1[C@H](c2ccccc2)[C@H](CO)N1C(=O)c1ccccc1	-4[25 µM]
O=C(NCCCN1CCOCC1)C1Cc2c(ccc3ccccc23)O1 (stereo not drawn)	2
CCN(CC(=O)Nc1c(F)cccc1F)C(=O)CCc1nc2sc3c(c2c(=O)[nH]1)CCCC3	-7
COc1ccc(CCNC(=O)Nc2nc(C(N)Cc3ccccc3)cs2)cc1OC (stereo not drawn)	-3
Cc1cc(NC(=O)COC(=O)CCNS(=O)(=O)c2cccc(C(F)(F)F)c2)no1	6
COc1ccc2c3c([nH]c2c1)[C@H](CO)N(C(=O)C1CCOCC1)CC31CCN(Cc2cccc(F)c2)CC1	-4[25 µM]
O=C(Nc1ccccc1)Nc1ccc2ncoc2c1	-68
Clc1ccc(OCCCN2CCCCC2)c(Br)c1	-46

(list continues)
SMILES	BL2 CD40 inh
O=C(CCCN1C(=O)c2cccc3cccc(c23)C1=O)N1CCN(c2ccccc2)CC1	10
CCCCC(=O)NNC(=S)NC(=O)c1ccc([N+](=O)[O-])cc1	-2
COc1ccc2cc3c(N)nn(C(=O)Cc4c[nH]c5ccccc45)c3nc2c1	77*
CCCCCN(C(=O)CCC(=O)OCC(=O)Nc1cccc(SC)c1)c1c(N)n(CCCC)c(=O)[nH]c1=O	7
COc1ccccc1CCC(=O)N(C)C1CCCN(Cc2ccccc2F)C1 (stereo not drawn)	5
C[C@@H]1CN([C@@H](C)CO)C(=O)c2c(c3ccccc3n2C)-c2ccccc2CO[C@@H]1CN(C)S(=O)(=O)c1ccc(C#N)cc1	-6
COc1cccc(CNC(=O)CN2CCC(c3nc4ccc(C)cc4[nH]3)CC2)c1	19
O=C(O)/C=C/C(=O)NCCCc1ccccc1	-2
Cc1cc(OCC(=O)Nc2ccc(F)c(F)c2)nc(C(C)C)n1	0
COC(=O)CCCCC1SCC2NC(=O)NC21 (stereo not drawn)	9
c1ccc(-c2noc(-c3cccc4ccccc34)n2)cc1	-98
CCOC(=O)c1[nH]c(C)c(C(=O)OCC(=O)N2c3ccccc3CC2C)c1C (stereo not drawn)	11

Fetched by structure from above, four records:
SMILES	BL2 CD40 inh
COc1ccccc1CCC(=O)N(C)C1CCCN(Cc2ccccc2F)C1 (stereo not drawn)	5
CCCCCN(C(=O)CCC(=O)OCC(=O)Nc1cccc(SC)c1)c1c(N)n(CCCC)c(=O)[nH]c1=O	7
COC(=O)CCCCC1SCC2NC(=O)NC21 (stereo not drawn)	9
O=C(O)/C=C/C(=O)NCCCc1ccccc1	-2

Taken from above:
`COc1cccc(CNC(=O)CN2CCC(c3nc4ccc(C)cc4[nH]3)CC2)c1` in BL2 CD40 inh is entered as 19
`CCCCC(=O)NNC(=S)NC(=O)c1ccc([N+](=O)[O-])cc1` in BL2 CD40 inh is entered as -2

(listing goes on)
SMILES	BL2 CD40 inh
COc1ccc(-c2[nH]ncc2C=O)cc1OC	11
CSc1nc(C)cc(C)c1C(N)=O	4
CC(C)(C)c1cnnn1-c1ccc(NC(=O)c2ccc3c(c2)OCO3)cc1	-19
CCc1nnc(N2C(=O)c3ccccc3C2(O)c2ccccc2)s1 (stereo not drawn)	15
COc1ccc(Cl)cc1C(=O)CSc1nnnn1C	-1
Cc1ccc(S(=O)(=O)N2C[C@H]3[C@@H](c4ccccc42)[C@@H](CO)N3Cc2cccnc2)cc1	7[25 µM]
CCCNC(=O)N1[C@H](C#N)[C@@H](c2ccccc2-c2ccc(F)cc2)[C@@H]1CO	18[25 µM]
Cc1ccc(NC(=O)c2ccc(CSc3nnc(C)s3)cc2)cc1	-93
Cc1nc(Cc2nnc(SCC(=O)Nc3c(C)cccc3C)o2)cs1	6
COc1cc(NC(=O)Nc2cccc3cccnc23)cc(OC)c1OC	-20
Cc1cc(NC(=O)c2cnn3c(C(F)F)cc(C4CC4)nc23)no1	11
CO[C@@H](CN(C)S(=O)(=O)c1ccc(Cl)cc1)[C@@H](C)CN([C@H](C)CO)S(=O)(=O)c1cccc(Cl)c1	7
COc1cc(Br)c(Br)c(Br)c1N	21
COc1ccc(NC(=O)N2CCCCN3[C@H](C2)[C@@H](c2ccc(C#Cc4ccccn4)cc2)[C@@H]3CO)cc1	-20[25 µM]
O=C(NCCN1CCOCC1)c1ccccc1-c1ccccc1	-9
S=c1[nH]cc(Oc2ccc(Cl)cc2Cl)c(=S)[nH]1	-2
O=C(NCC1CCCO1)c1cccc(NS(=O)(=O)c2ccccc2)c1 (stereo not drawn)	14
CC(C)CNC(=O)C(=O)Nc1ccc2c(c1)N(S(=O)(=O)c1cccs1)CCC2	-13
O=C(C[C@@H]1CC[C@H](NC(=O)CC2CC2)[C@H](CO)O1)NCC(F)(F)F	-21[25 µM]
O=C(Nc1cccc(NC(=O)c2ccco2)c1)c1cnccn1	1
CCC(C)NCC(=O)Nc1sc2c(c1C(N)=O)CCC2 (stereo not drawn)	-29
Cc1nn(Cc2ccccc2)c2c1C(c1ccc(Cl)cc1)C(C#N)=C(N)O2 (stereo not drawn)	1
O=C(Nc1nc(-c2cc(F)ccc2F)cs1)C1=NN(c2ccccc2)C(=O)CC1	2
CC(=O)NC[C@@H]1[C@H](c2ccccc2)[C@H](CO)N1C(=O)Cc1cccnc1	-11[25 µM]

A different layout for four compounds above:
> CCC(C)NCC(=O)Nc1sc2c(c1C(N)=O)CCC2 (stereo not drawn)
  BL2 CD40 inh: -29

> COc1cc(Br)c(Br)c(Br)c1N
  BL2 CD40 inh: 21

> O=C(NCCN1CCOCC1)c1ccccc1-c1ccccc1
  BL2 CD40 inh: -9

> CC(=O)NC[C@@H]1[C@H](c2ccccc2)[C@H](CO)N1C(=O)Cc1cccnc1
  BL2 CD40 inh: -11[25 µM]

(list continues)
SMILES	BL2 CD40 inh
Cc1ccc(C)c(C(=O)CCC(=O)NNC(=O)Cn2nc(C)cc2C)c1	9
Cc1c(C)n(CC(O)CN2CCOCC2)c2ccccc12 (stereo not drawn)	9
CCC(=O)NC[C@@H]1[C@@H](c2ccc(C3=CCCCC3)cc2)[C@@H](CO)N1CC1CC1	1
CCCCn1c(N)c(N(CCOC)C(=O)CCCc2nc3ccccc3c(=O)[nH]2)c(=O)[nH]c1=O	1
COc1ccc(CCNC(=O)C2CC(=O)N(c3ccc(C(C)(C)C)cc3)C2)cc1OC (stereo not drawn)	4
N#CC(c1ccccc1)c1ccc2c(C(F)(F)F)cc(C(F)(F)F)nc2n1 (stereo not drawn)	9
COc1ccc(-c2ccc([C@H]3[C@@H](C#N)N(C(=O)C4CCC4)[C@H]3CO)cc2)cc1	-13
O=C(NC1CCC1)[C@H]1[C@H](CO)[C@H]2Cn3c(ccc(/C=C/c4ccccc4)c3=O)[C@H]2N1Cc1ccncc1	0[25 µM]
CCOC(=O)N1CCN(C(=O)Nc2cccc3ccccc23)CC1	-1
COC(=O)c1cc(S(=O)(=O)N2CCCCC2)ccc1N1CCOCC1	6
CN(C)c1ccc(NC(=O)Nc2ccc3c(c2)c(=O)n(C)n3Cc2ccccc2)cc1	-7
CN(C)CC#Cc1ccc([C@H]2[C@@H](CO)N(C(=O)C3CCCC3)[C@H]2C#N)cc1	-5
CCOc1c(C#N)c(C#N)c2nc(C)cc(C)n12	8
CCC(=O)N1CC[C@@H]2[C@H]1c1cc(C#Cc3ccc(OC)cc3)ccc1N[C@@H]2CO	-16[25 µM]
COc1ccc(-n2nnnc2CNC(=O)c2ccc3ccccc3c2)cc1	5
O=C(Cn1c(N2CCN(c3ccccc3)CC2)nc2ccccc21)c1ccccc1	-3
COc1ccc2c3c(n(C)c2c1)[C@H](CO)N(Cc1ccccc1OC)CC31CCN(CC2CC2)CC1	-5[25 µM]
CCN(CC(=O)Nc1c(F)cccc1F)C(=O)c1ccccn1	0
COc1ccc(CCNC(=O)c2ccc(N(C)S(=O)(=O)c3ccccc3)cc2)cc1	-1
CSc1ncc(C(=O)Nc2ccccc2)cn1	-4
CCOc1cc(C)c(-c2onc(C(F)(F)F)c2-c2csc(C)n2)c(O)c1	15

From PubChem BioAssay

These rows are one share of the data (hit frequency here may not be typical).
